SW480 rerep: DNA re-replication induction in SW480 cells | SW480 DNA re-replication, Hoechst DNA content imaging, 48 h | Potency, µM (series often up to 46.1 µM), inactives show at the highest dose re-replication activation, actives largely listed as activators | actives 1.8% (n = 340,000); note: % of control where 0% means no effect; nearly all actives have a fitted effect of over 55% in size
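DNA re-replication was detected as more nuclei of elevated Hoechst intensity after 48 hr exposure to compound (23 nL pinned per well of 250 cells).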
KB-V1 cytotox: kills drug-selected multidrug resistant KB-V1 cells. KB-V1 MDR cells viability, CellTiter-Glo, 72 h. Potency, µM (highest dose often 46.1 µM), inactives show at the highest dose activity change, negative = cytotoxicity, hits mostly cytotoxic. actives 3.4% (n = 400,000). AID 1347076; note: % is set by controls: 0 for no effect and ±100 for the full control effect; nearly all actives have a fitted effect of over 60% in size
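Drug-selected KB-V1 cells, grown in DMEM lacking phenol red with 10% FBS, receive compound titrations; after three days at 37 degrees C, surviving cell ATP is quantified by CellTiter-Glo luminescence and responses normalized and curve-fitted.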
TDP43 rescue: TDP-43 toxicity inhibition in yeast; TDP-43 expressing yeast growth rescue, BacTiter-Glo, 24 h; Potency, µM (highest dose often 46.1 µM), for the others: at the highest dose growth rescue (activation), actives largely listed as activators; actives 1.8% (n = 410,000); AID 652104; note: % of control where 0% means no effect; nearly all actives have a fitted effect of over 50% in size
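Cell-based yeast growth screen: TDP-43 expression induced in galactose, inoculum OD600=0.02 after raffinose pregrowth to mid-log. Read-out BacTiter-Glo luminescence at 24 hr, 30 deg C; inhibition of toxicity seen as signal increase.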
HT1080NT lethal: kills 2HG-producing HT-1080-NT fibrosarcoma cells. HT-1080-NT fibrosarcoma viability, CellTiter-Glo ATP luminescence, 48 h. actives 1.6% (n = 360,000). Potency, µM (titrated, usually from 46.1 µM), without a hit: at the highest dose activity, negative = less viability, hits mostly cytotoxic;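 note: NT is the 2HG producing partner of a matched IDH1 knockdown line; 0% = DMSO-treated cells and -100% = media-only wells without cells; nearly all actives have a fitted effect of over 55% in size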
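A 48-hour cytotoxicity screen used HT-1080-NT cells plated 2 hours before compound delivery. ATP-based CellTiter-Glo luminescence measured viability, normalized to DMSO and no-cell controls.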
KB-3-1 cytotox: KB-3-1 parental cell cytotoxicity. KB-3-1 viability, CellTiter-Glo ATP luminescence, 72 h. Potency, µM (series often up to 46.1 µM), for inactives: at the highest dose activity change, negative = cytotoxic, most hits filed as cytotoxic. actives 1.4% (n = 400,000). AID 1347075; note: % is set by controls: 0 for no effect and ±100 for the full control effect; nearly all actives have a fitted effect of over 60% in size
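Cytotoxicity measured as CellTiter-Glo luminescence after 72 h at 37 C. Compound titrations were pinned onto drug-naive KB-3-1 parental adenocarcinoma cells grown in DMEM with 10% FBS, and normalized data fitted to concentration-response curves.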
GLP-1R inv ag: acts as inverse agonist at human GLP-1 receptor. Potency, µM (highest dose often 38.3 µM), for the others: at the highest dose activity change, negative = inhibition, actives largely listed as inhibitors. actives 1.6% (n = 410,000). P43220. HEK293 GLP-1R CRE-luciferase, luminescence, 24 h; GLP-1R form is constitutively active; note: % is set by controls: 0 for no effect and ±100 for the full control effect; nearly all actives have a fitted effect of over 55% in size
Target sequence (P43220 whole entry, looked up): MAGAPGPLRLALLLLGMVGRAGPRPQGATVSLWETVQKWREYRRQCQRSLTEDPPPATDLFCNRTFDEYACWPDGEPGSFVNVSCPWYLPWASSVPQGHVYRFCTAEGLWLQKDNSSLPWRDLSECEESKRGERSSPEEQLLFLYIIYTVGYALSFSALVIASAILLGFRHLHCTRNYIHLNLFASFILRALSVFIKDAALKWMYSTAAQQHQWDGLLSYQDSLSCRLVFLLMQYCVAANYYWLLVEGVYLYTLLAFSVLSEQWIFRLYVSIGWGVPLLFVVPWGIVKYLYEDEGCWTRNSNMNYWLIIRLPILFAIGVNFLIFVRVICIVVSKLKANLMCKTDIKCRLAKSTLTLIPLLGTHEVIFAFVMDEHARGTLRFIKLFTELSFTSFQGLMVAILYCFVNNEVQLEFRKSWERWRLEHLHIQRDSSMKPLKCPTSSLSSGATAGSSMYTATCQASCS
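Constitutively active GLP-1R drives a cAMP-responsive luciferase in stably transfected HEK293 cells; test compounds are added after overnight (12 h) attachment and left 24 hr, and signal loss in luminescence marks inhibition.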
HT1080 IDH1KD tx: kills HT-1080 cells with IDH1 knockdown; HT-1080 IDH1 knockdown viability, ATP luminescence, 48 h; Potency, µM (series often up to 46.1 µM), without a hit: at the highest dose activity, negative = toxicity, hits mostly cytotoxic; actives 2% (n = 360,000); AID 686971;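 note: 0% = DMSO wells and -100% = cell-free medium wells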
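In this qHTS, HT-1080 cells depleted of IDH1 are exposed for 48 h at 37 °C to compound titrations. Toxicity is scored from CellTiter-Glo luminescence, with DMSO as full viability and medium alone as none.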
GLP1R ag: GLP-1 receptor (human) agonism; P43220; HEK293 GLP-1R CRE-luciferase, luminescence, 4-6 h; cells express a hypersensitive GLP-1R form; Potency, µM (doses to about 45.6 µM), without a hit: at the top dose activation, actives largely listed as activators; actives 0.007% (n = 380,000); AID 624172; note: % of control where 0% means no effect
HEK293 tox: cytotoxicity in counter-screen for GLP-1R inverse agonists; HEK293 cAMP-luciferase reporter cells, luminescence, 24 h; Potency, µM (doses to about 38.3 µM), for inactives: top-dose activity change, negative = inhibition, actives largely listed as inhibitors; actives 0.13% (n = 410,000); AID 624418;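 note: loss of luciferase light is scored as toxicity; % is set by controls: 0 for no effect and ±100 for the full control effect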
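Luminescence readout: signal drop marks cytotoxicity. Plated cells grew 12 h at 37 °C, 5% CO2, received 23 nL compound for 24 h, then got luciferase reagent, read after 12 min at RT.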
The depositor's hits bear a star; & = joins results of further samples; [ ] = another dose, or the depositor's remark. Calls come from the whole dose curve; as a rule, active = well fitted curve in the direction sought with a large enough effect; inconclusive = small, poorly fitted or top-dose-only effect, or another doubt; inactive = no such curve, though single readings can be large; an effect the other way counts as inactive or inconclusive. Potency is the fitted concentration of half-maximal effect.

Screening CN(C)c1ccc(N=Nc2ccc(S(N)(=O)=O)cc2)cc1 returned SW480 rerep -1.5%, KB-V1 cytotox -0.4%, TDP43 rescue 13.6%, HT1080NT lethal -6.3%, KB-3-1 cytotox 9.5%, GLP-1R inv ag -5.6%, HT1080 IDH1KD tx -1.7%, GLP1R ag 0.1% and HEK293 tox inconclusive.
For CCN(CC)c1ccc(NC(=O)COC(=O)C23CCC(=O)N2c2ccccc2S3)cc1 (centres undefined) the results were SW480 rerep -5.5%, KB-V1 cytotox 13.4%, TDP43 rescue -9.4%, HT1080NT lethal 12.2%, KB-3-1 cytotox 1.4%, GLP-1R inv ag -9.8%, HT1080 IDH1KD tx -3.0%, GLP1R ag -4.6% and HEK293 tox -20.0%.
Screening COc1ccc(-c2nc(C3CCCCC3)no2)cc1OC returned SW480 rerep 4.0%, KB-V1 cytotox 16.4µM*, TDP43 rescue 3.8%, HT1080NT lethal 18.8%, KB-3-1 cytotox 5.5%, GLP-1R inv ag 2.5%, HT1080 IDH1KD tx -21.7%, GLP1R ag 21.0% and HEK293 tox -10.6%.
`CC(=O)N1C=CN(C(C)=O)C(c2cn(C)c3ccccc23)C1c1cn(C)c2ccccc12` (centres undefined) gave SW480 rerep 8.0%, KB-V1 cytotox 23.1µM*, TDP43 rescue -9.8%, HT1080NT lethal -22.7%, KB-3-1 cytotox inconclusive, GLP-1R inv ag -18.4%, HT1080 IDH1KD tx -5.9%[9.24 µM], GLP1R ag 10.7% and HEK293 tox 0.2%.
`COc1ccc(CCC(=O)OCC(=O)Nc2sccc2C#N)cc1` gave SW480 rerep 0.8%, KB-V1 cytotox 21.1%, TDP43 rescue 12.5%, HT1080NT lethal 2.7%, KB-3-1 cytotox -5.9%, GLP-1R inv ag 0.5%, HT1080 IDH1KD tx 5.5%, GLP1R ag 1.2% and HEK293 tox -5.9%.
For COc1cc(/C=C/c2nc3ccccc3c(=O)[nH]2)cc(OC)c1OC the results were SW480 rerep 3.26µM*, KB-V1 cytotox -2.0%, TDP43 rescue 11.9%, HT1080NT lethal inconclusive, KB-3-1 cytotox 2.91µM*, GLP-1R inv ag -26.1%, HT1080 IDH1KD tx inconclusive, GLP1R ag -5.2% and HEK293 tox -14.0%.
Screening Cc1onc(-c2ccccc2Cl)c1C(=O)OCC(=O)N1CCCCC1 returned SW480 rerep 1.9%, KB-V1 cytotox -0.9%, TDP43 rescue -1.9%, HT1080NT lethal -0.6%, KB-3-1 cytotox 3.7%, GLP-1R inv ag inconclusive, HT1080 IDH1KD tx 9.2%, GLP1R ag 9.0% and HEK293 tox -2.3%.
Screening Cn1c(C(=O)N2CCCC(C(=O)O)C2)cc2sccc21 (centres undefined) returned SW480 rerep -0.7%, KB-V1 cytotox 21.7%, TDP43 rescue 4.1%, HT1080NT lethal 16.1%, KB-3-1 cytotox 4.5%, GLP-1R inv ag 13.4%, HT1080 IDH1KD tx 19.2%, GLP1R ag -7.7% and HEK293 tox -9.2%.
`CCOc1ccc(/C=C/C(=O)c2ccc(-c3ccccc3)cc2)cc1` gave SW480 rerep 0.6%, KB-V1 cytotox -13.1%, TDP43 rescue 9.3%, HT1080NT lethal -2.6%, KB-3-1 cytotox -7.4%, GLP-1R inv ag 4.3%, HT1080 IDH1KD tx -1.6%, GLP1R ag -1.6% and HEK293 tox 7.2%.
`COc1ccc(OC)c(-c2noc(CSc3nnc(-c4ccccc4)n3-c3ccccc3)n2)c1` gave KB-V1 cytotox 0.0%, TDP43 rescue 17.2%, KB-3-1 cytotox 0.0%, GLP-1R inv ag 3.6% and HEK293 tox -0.1%.
Cc1ccc(NC(=O)Nc2ccccc2CC[N+](=O)[O-])cc1 was read as SW480 rerep -5.5%, KB-V1 cytotox 4.9%, TDP43 rescue 0.0%, HT1080NT lethal 0.8%, KB-3-1 cytotox -3.0%, GLP-1R inv ag 16.5%, HT1080 IDH1KD tx -2.6%, GLP1R ag 4.7% and HEK293 tox -0.1%.
CN(C)c1ccc(Nc2nc(-c3cccnc3)cs2)cc1 was read as SW480 rerep 0.4%, KB-V1 cytotox inconclusive, TDP43 rescue -12.1%, HT1080NT lethal -13.6%, KB-3-1 cytotox 0.0%, GLP-1R inv ag inconclusive, HT1080 IDH1KD tx -7.3%, GLP1R ag -19.9% and HEK293 tox 0.2%.
For CC(=O)NC(c1ccco1)c1cc(F)c2cccnc2c1O (centres undefined) the results were SW480 rerep 6.9%[9.22 µM], KB-V1 cytotox 2.7%, KB-3-1 cytotox inconclusive and GLP1R ag 6.3%.
For CCCCC(CC)C(=O)Nc1ncc([N+](=O)[O-])s1 (centres undefined) the results were SW480 rerep -3.3%, KB-V1 cytotox inconclusive, TDP43 rescue -56.9%[inhibitor], HT1080NT lethal inconclusive, KB-3-1 cytotox inconclusive, GLP-1R inv ag -1.6%[0.307 µM], HT1080 IDH1KD tx 18.4µM*, GLP1R ag -26.4% and HEK293 tox -0.5%[0.307 µM].
For NC(=S)NN=C1Cc2cccc3cccc1c23 the results were SW480 rerep -3.8%, KB-V1 cytotox 1.3µM*, TDP43 rescue 0.0%, HT1080NT lethal 2.7%, KB-3-1 cytotox 1.3µM*, GLP-1R inv ag inconclusive, HT1080 IDH1KD tx 14.9%, GLP1R ag -23.8% and HEK293 tox inconclusive.
`CCC(C)(C)NC(=O)C1CCCN(S(=O)(=O)c2ccc3c(c2)CC(C)N3C(=O)C2CC2)C1` (centres undefined) gave SW480 rerep -4.1%, KB-V1 cytotox -11.9%, TDP43 rescue -0.1%, HT1080NT lethal 0.1%, KB-3-1 cytotox 4.8%, GLP-1R inv ag 16.5%, HT1080 IDH1KD tx -3.3%, GLP1R ag 13.7% and HEK293 tox 16.1%.
O=C(NC1CC1)C1CCN(S(=O)(=O)c2ccc(Cl)c([N+](=O)[O-])c2)CC1 was read as SW480 rerep inconclusive, KB-V1 cytotox 27.4%, TDP43 rescue 7.1%, HT1080NT lethal inconclusive, KB-3-1 cytotox inconclusive, GLP-1R inv ag inconclusive, HT1080 IDH1KD tx inconclusive, GLP1R ag -0.6% and HEK293 tox -2.7%.
CC(C)c1ccc(N(C(=O)c2ccco2)C(C(=O)NC2CCCC2)c2ccncc2)cc1 (centres undefined) was read as SW480 rerep 7.6%, KB-V1 cytotox inconclusive, TDP43 rescue 4.4%, HT1080NT lethal -9.1%, KB-3-1 cytotox -12.5%, GLP-1R inv ag -12.2%, HT1080 IDH1KD tx -15.5%, GLP1R ag 5.1% and HEK293 tox -0.5%.
Screening O=C(CC1SC2=NCCN2C1=O)Nc1ccccc1 (centres undefined) returned SW480 rerep 1.7%, KB-V1 cytotox 33.8%, TDP43 rescue 15.7%, HT1080NT lethal 3.4%, KB-3-1 cytotox 14.9%, GLP-1R inv ag -12.4%, HT1080 IDH1KD tx 0.6%, GLP1R ag -9.8% and HEK293 tox -2.3%.
Cc1cc2oc(=O)cc(-c3ccccc3)c2c(C)c1-c1ccc(F)c(Cl)c1 was read as SW480 rerep 1.3%, KB-V1 cytotox -8.7%, TDP43 rescue -16.4%, HT1080NT lethal -2.3%, KB-3-1 cytotox -11.0%, GLP-1R inv ag 0.0%, HT1080 IDH1KD tx 0.8%, GLP1R ag -3.3% and HEK293 tox 2.3%.
`O=C(O)CC(=O)NC12CC3CC(CC(C3)C1)C2` gave SW480 rerep -8.1%&-8.0%, KB-V1 cytotox inconclusive, TDP43 rescue -2.7%&-32.4%, HT1080NT lethal 5.8%&2.8%, KB-3-1 cytotox 13.7%&4.7%, GLP-1R inv ag 9.1%&4.8%, HT1080 IDH1KD tx 5.3%&-1.1%, GLP1R ag -16.2%&1.8% and HEK293 tox -8.9%&0.1%.
Screening O=C(CNC1CCCC1)Nc1ccc(S(=O)(=O)N2CCCCC2)cc1 returned SW480 rerep -4.4%, KB-V1 cytotox -19.4%, TDP43 rescue -0.6%, HT1080NT lethal -10.4%, KB-3-1 cytotox -10.3%, GLP-1R inv ag 1.1%, HT1080 IDH1KD tx -4.9%, GLP1R ag 7.8% and HEK293 tox 10.4%.
`Cc1ccc(F)cc1C(=O)N1CCCCC1c1cc(C(=O)Nc2cccc(C#N)c2)no1` (centres undefined) gave KB-V1 cytotox 2.4%, TDP43 rescue 0.0%, HT1080NT lethal 1.3%, KB-3-1 cytotox -0.3%, GLP-1R inv ag -23.4%, HT1080 IDH1KD tx 0.0%, GLP1R ag 0.8% and HEK293 tox -8.6%.
O=C(CN1CCCCC1)Nc1ccc(S(=O)(=O)NC2CCCCC2)cc1 was read as SW480 rerep -3.7%, KB-V1 cytotox -28.4%, TDP43 rescue -16.7%, HT1080NT lethal -7.9%, KB-3-1 cytotox -14.0%, GLP-1R inv ag -4.1%, HT1080 IDH1KD tx -22.1%, GLP1R ag inconclusive and HEK293 tox -8.0%.
For NCCN1CCN(CC(=O)N2c3ccccc3C(=O)Nc3cccnc32)CC1 the results were SW480 rerep -2.6%, KB-V1 cytotox 2.7%, KB-3-1 cytotox 14.7% and GLP1R ag 2.4%.
`COc1ccccc1N1CCN(C(=O)c2cc(S(=O)(=O)N3CCOCC3)ccc2C)CC1` gave SW480 rerep 1.1%, KB-V1 cytotox -23.5%, TDP43 rescue 14.5%, HT1080NT lethal -0.4%, KB-3-1 cytotox 0.0%, GLP-1R inv ag 8.1%, HT1080 IDH1KD tx -1.6%, GLP1R ag -0.1% and HEK293 tox -1.7%.
O=S(=O)(c1ccc(F)cc1)N1CCC2(CC1)OCCO2 was read as SW480 rerep -3.3%, KB-V1 cytotox inconclusive, TDP43 rescue -4.6%, HT1080NT lethal 10.8%, KB-3-1 cytotox 15.3%, GLP-1R inv ag 3.6%, HT1080 IDH1KD tx 0.5%, GLP1R ag 5.9% and HEK293 tox -7.3%.

Screens (PubChem BioAssay)
